Screening results (PubChem)
NPR2 activator = GC-B (human) receptor activation. P20594. HEK293-GC-B cells, CNP EC30, cGMP TR-FRET; 0% at EC30 CNP, 100% saturating CNP. activation, % at 10 µM. 370,000 compounds, 0.11% hits;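 active means activation at 10 µM reaching about 35% in either raw or pattern-adjusted values, limit read from the data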
ASAP1 GAP inh = ASAP1 ArfGAP inhibition; inhibition, % at 16.5 µM; Q9ULH1; 360,000 compounds, 0.19% hits; AID 624377; ASAP1-stimulated ARF1 GTP hydrolysis, GDP FP detection; in the data active means inhibition above about 25%;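 further: 0% = vehicle with enzyme and substrate and 100% = no enzyme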
Target sequence (Q9ULH1 325-724 limits assumed): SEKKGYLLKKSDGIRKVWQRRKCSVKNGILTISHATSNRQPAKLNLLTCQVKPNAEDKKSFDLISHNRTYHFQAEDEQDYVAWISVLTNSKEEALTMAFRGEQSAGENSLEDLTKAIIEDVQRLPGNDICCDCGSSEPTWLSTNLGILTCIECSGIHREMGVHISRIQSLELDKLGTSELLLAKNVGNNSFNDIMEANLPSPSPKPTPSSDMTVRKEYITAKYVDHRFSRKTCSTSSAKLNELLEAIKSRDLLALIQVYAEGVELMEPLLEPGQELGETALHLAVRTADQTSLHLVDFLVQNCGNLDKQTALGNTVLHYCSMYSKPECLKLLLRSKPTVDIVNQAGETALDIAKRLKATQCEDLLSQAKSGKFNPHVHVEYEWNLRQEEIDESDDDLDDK
NPR1 activator = GC-A (human) enzyme activation; activation, % at 10 µM; 370,000 compounds, 0.14% hits; HEK293 GC-A cells, cGMP TR-FRET, EC30 ANP; 0% at EC30 ANP, 100% saturating ANP; in the data active means activation above about 40%
mABHD4 FP = ABHD4 (mouse) inhibition, primary FP screen; AID 720543; 370,000 compounds, 0.54% hits; purified mABHD4, FP-Rh probe fluorescence polarization; Q8VD66; inhibition, % at 8.92 µM;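 active means inhibition exceeding the mean over every tested compound plus 3 SD, cut at about 30% in these data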;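 further: 0% = plate median of compound wells and 100% = S159A mutant with DMSO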
Target sequence (Q8VD66 whole entry, looked up): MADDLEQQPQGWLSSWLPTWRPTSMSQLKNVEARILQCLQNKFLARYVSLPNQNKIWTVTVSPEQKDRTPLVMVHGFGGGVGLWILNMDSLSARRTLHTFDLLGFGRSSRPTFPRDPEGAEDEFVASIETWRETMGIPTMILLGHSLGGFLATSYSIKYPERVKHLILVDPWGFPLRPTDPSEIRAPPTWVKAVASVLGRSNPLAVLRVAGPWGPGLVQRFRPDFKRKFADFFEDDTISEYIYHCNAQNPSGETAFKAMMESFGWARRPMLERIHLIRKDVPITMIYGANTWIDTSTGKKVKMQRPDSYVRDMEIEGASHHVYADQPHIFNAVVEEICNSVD
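Doses – 8.92 µM, single dose · Material – wild-type mouse ABHD4 protein · Replication – single well per compound (singlicate) · Measure – percent inhibition of probe binding, normalized to plate controls · Schedule – 45 min compound pre-incubation plus 60 min probe step, 25 °C · Detection – fluorescence polarization with parallel and perpendicular emission, 525/598 nm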
PG9 Ab binder = small molecules binding HIV-1 gp120 antibody PG9 | TR-FRET gp120-PG9 antibody binding | inhibition, % at 6.7 µM | 360,000 compounds, 0.43% hits | AID 624416; in the data active means inhibition above about 8.5%
SMARCA2 act = SMARCA2 function activation, primary screen | AID 652017 | activation, % at 9.1 µM | MG213 cells, MMTV-luciferase reporter, dexamethasone, overnight | 370,000 compounds, 1% hits; in the data active means activation above about 7.8%;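 further: 0% = vehicle wells and 100% = reference activator wells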
Rev-erbA mod = Rev-erb alpha (human) modulation; P20393; AID 1259318; Rev-erbα–FITC-DNA binding, fluorescence polarization, 90 min; 370,000 compounds, 0.79% hits; activity, % at 10 µM;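 active means activity above about 14%, limit read from the data; passing the limit was not always enough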;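 further: 0% = DMSO wells with 35 nM protein and 100% = DMSO wells with 750 nM protein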
ARFGAP1 inh = inhibitors of rat ARFGAP1 | 360,000 compounds, 0.26% hits | AID 651572 | Arfgap1-stimulated ARF1 GTP hydrolysis, GDP FP detection | inhibition, % at 16.5 µM;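 active means inhibition above a per-plate limit, mean inhibition of low control wells plus 3 SD, cut at about 25% in these data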;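 further: 0% = DMSO wells with enzyme and 100% = wells lacking Arfgap1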
Target sequence (Q62848 1-136 limits assumed): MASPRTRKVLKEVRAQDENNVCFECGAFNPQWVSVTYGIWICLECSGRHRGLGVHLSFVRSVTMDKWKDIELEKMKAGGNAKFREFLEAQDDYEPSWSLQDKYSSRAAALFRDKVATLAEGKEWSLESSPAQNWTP
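Replicates: Single well per compound | Assay system: Truncated rat Arfgap1 GAP domain | Control set: No-Arfgap1 wells (100%) versus DMSO full-reaction wells (0%) | Times: Enzyme reaction 120 min at 25 °C after 20 min preincubation | Reagent: Human ARF1(Δ1-17)-GTP substrate | Measured by: Tracer-displacement fluorescence polarization with EDTA stop, 620/688 nm | Measure: Percent inhibition of Arfgap1-stimulated GTP hydrolysis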
HTRA1 inhibitor = inhibitors of human serine peptidase HTRA1; Q92743; recombinant HTRA1, FP-rhodamine activity-based probe, fluorescence polarization; inhibition, % at 5.96 µM; 340,000 compounds, 0.5% hits; in the data active means inhibition above about 36%;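 further: 0% = enzyme with DMSO and 100% = wells lacking enzyme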
rCAG RNA binder = binds r(CAG) RNA repeats; r(CAG) RNA repeat, TO-PRO-1 dye displacement fluorescence; inhibition, % at 3 µM; 370,000 compounds, 1.3% hits; AID 651821;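 active means inhibition above the plate cutoff, the mean of all test compounds on that plate plus 3 SD, cut at about 35% in these data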;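 further: 0% = DMSO alone and 100% = 100 µM mitoxantrone as full dye displacement; higher means more dye released from RNA so lower well fluorescence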
An asterisk follows results filed as active; · = not tested or not shown.

Start of the listing, in advance, three compounds:
SMILES	NPR2 activator	ASAP1 GAP inh	NPR1 activator	mABHD4 FP	PG9 Ab binder	SMARCA2 act	Rev-erbA mod	ARFGAP1 inh	HTRA1 inhibitor	rCAG RNA binder
COCCn1c(-c2ccc(Cl)cc2)nc2oc3cc(OC)ccc3c(=O)c2c1=O	-2	-21	-4	-3	1.8	-4	-13	-5	·	0
NS(=O)(=O)c1ccc(NC(=O)c2ccc3nccnc3c2)cc1	-7	3	3	1	-0.8	-2	4	10	·	1
Cc1ccc2c(c1)NC(=O)C(CC(=O)NCCN(CC(C)C)CC(C)C)O2 (stereo unspecified)	0	-3	2	2	0.6	1	0	-3	-5	0

The listing, from the first entry:
SMILES	NPR2 activator	ASAP1 GAP inh	NPR1 activator	mABHD4 FP	PG9 Ab binder	SMARCA2 act	Rev-erbA mod	ARFGAP1 inh	HTRA1 inhibitor	rCAG RNA binder
COCCn1c(-c2ccc(Cl)cc2)nc2oc3cc(OC)ccc3c(=O)c2c1=O	-2	-21	-4	-3	1.8	-4	-13	-5	·	0
NS(=O)(=O)c1ccc(NC(=O)c2ccc3nccnc3c2)cc1	-7	3	3	1	-0.8	-2	4	10	·	1
Cc1ccc2c(c1)NC(=O)C(CC(=O)NCCN(CC(C)C)CC(C)C)O2 (stereo unspecified)	0	-3	2	2	0.6	1	0	-3	-5	0
COc1ccccc1C1=NOC(COC(=O)c2ccc3ccccc3n2)C1 (stereo unspecified)	-3	-1	1	0	-1.8	-1	-6	-2	8	-4
O=C(COC(=O)c1cc[n+]([O-])cc1)NCC12CC3CC(CC(C3)C1)C2	3	-6	3	-1	-0.8	0	-6	2	2	-1
CC1CCN(C(=O)COC(=O)c2cc(=O)[nH]c3ccccc23)CC1	-6	0	-1	-2	1.7	4	-3	-19	6	0
COc1ccc(S(=O)(=O)N2CCN(Cc3ccccc3OC)CC2)cc1	1	-7	0	-5	-1.3	-2	-1	2	4	-1
COc1ccc(/C=C2\SC(N3CCc4ccccc4C3)=NC2=O)cc1OC	7	-1	8	-13	-3.3	4	2	11	-19	4
CCNC(=O)CC1S/C(=N/N=C(\C)c2ccccc2)NC1=O (stereo unspecified)	-9	0	1	-3	-0.5	-1	-2	-4	8	0
CCOC(=O)C1=C(C)NC(C)=C(C(=O)OCC)C1C(=O)OCC(=O)NC(C)c1ccccc1 (stereo unspecified)	-5	11	-6	1	1.4	-2	-7	-4	-6	-10
Cc1ccc(C(=O)n2cnnc2N)cc1	3	-18	8	2	1.0	-1	-1	4	3	2
COCCOc1cc(-n2ccnc2SC)c(Cl)cc1Cl	6	-11	10	-1	-1.3	0	2	-9	-3	-9
COC(C(=O)N/N=C(\C)c1ccc(O)cc1)c1ccccc1 (stereo unspecified)	3	16	-2	2	-1.8	7	1	4	1	-4
CC1CN(C(=O)c2ccccc2Oc2ccccc2)CC(C)O1 (stereo unspecified)	4	5	-1	-6	0.2	-3	-1	-2	4	-5
CC(C)(C)CC(C)(C)N=C1Nc2cc(Cl)c(Cl)cc2NC12C[C@H]1CCC(=O)N3CC[C@@H](C2)[C@@H]13 (stereo partly specified)	-10	9	-6	14	1.9	-2	0	-3	9	1
Clc1ccccc1-c1nnc2sc(-c3ccc4c(c3)OCO4)nn12	-3	4	4	-1	4.8	1	2	-1	-19	12
Cc1ccc(C(=O)Nc2nnc(C3CCCCC3)s2)o1	-3	-3	2	-3	1.6	5	-6	-2	1	-3
OCCCn1c(C(CO)Nc2nc(-c3ccc(Cl)cc3)cs2)nc2ccccc21 (stereo unspecified)	-13	1	-8	-3	1.3	0	1	1	-3	2
C[C@H](CO)N1C[C@H](C)[C@@H](CN(C)C(=O)Nc2ccc3c(c2)OCO3)Oc2ccc(NC(=O)Nc3ccc(C(F)(F)F)cc3)cc2C1=O	6	14	1	-62	0.2	3	-1	15	-76	11
CCOC(=O)C1(Cc2ccccc2C)CCCN(C(=O)c2ccccn2)C1 (stereo unspecified)	2	1	0	-1	1.4	1	4	9	1	-8
Cc1cc(C)nc(N/N=C/c2cc3c(cc2[N+](=O)[O-])OCO3)n1	-5	2	-5	1	-3.5	-4	7	-6	4	1
CC(=O)c1cccc(CN2CCc3ccc(NC(=O)C4CCCO4)cc3C2)c1 (stereo unspecified)	-2	3	1	2	-0.1	-2	-3	-1	-2	-7
O=C(Cc1ccccc1Cl)Nc1cccnc1	7	5	2	-2	-2.2	0	-4	-8	-1	1
COc1ccc(OC)c(NC(=O)c2cc(-c3cc(Cl)ccc3O)n[nH]2)c1	7	-5	11	-9	3.3	-6	-6	-1	-31	32
O=C(Nc1ncn[nH]1)c1ccc(Cl)c(Cl)c1	-8	-9	-10	5	-0.5	-1	-1	0	-1	1
Oc1ccccc1CN1CCN(C(c2ccccc2)c2ccccc2)CC1	-14	7	-5	0	1.7	-1	2	-4	-8	-5
COc1cccc(N2CCN(C(=O)c3ccc(Cl)c(NC4=NC5CS(=O)(=O)CC5S4)c3)CC2)c1 (stereo unspecified)	2	-3	5	6	-1.0	0	-8	6	3	1
COc1cc(/C=C2/CCCC(C(=O)C(F)(F)F)=C2O)ccc1O	-5	8	-3	8	-1.4	1	2	3	8	5
O=C(NNS(=O)(=O)c1ccc(Cl)cc1)c1cc(-c2ccccc2)n[nH]1	1	-8	0	-7	0.2	-5	-3	9	-6	14
O=C(NCC(=O)N1CCCCC1)c1sc2ccccc2c1Cl	0	-5	-1	-1	2.4	3	2	-8	-2	0

Part of the list above in order of formula weight, low to high.
SMILES	NPR2 activator	ASAP1 GAP inh	NPR1 activator	mABHD4 FP	PG9 Ab binder	SMARCA2 act	Rev-erbA mod	ARFGAP1 inh	HTRA1 inhibitor	rCAG RNA binder
Cc1cc(C)nc(N/N=C/c2cc3c(cc2[N+](=O)[O-])OCO3)n1	-5	2	-5	1	-3.5	-4	7	-6	4	1
Oc1ccccc1CN1CCN(C(c2ccccc2)c2ccccc2)CC1	-14	7	-5	0	1.7	-1	2	-4	-8	-5
COc1ccc(OC)c(NC(=O)c2cc(-c3cc(Cl)ccc3O)n[nH]2)c1	7	-5	11	-9	3.3	-6	-6	-1	-31	32
CC(=O)c1cccc(CN2CCc3ccc(NC(=O)C4CCCO4)cc3C2)c1 (stereo unspecified)	-2	3	1	2	-0.1	-2	-3	-1	-2	-7

New compounds follow
SMILES	NPR2 activator	ASAP1 GAP inh	NPR1 activator	mABHD4 FP	PG9 Ab binder	SMARCA2 act	Rev-erbA mod	ARFGAP1 inh	HTRA1 inhibitor	rCAG RNA binder
Cc1cc([N+](=O)[O-])ccc1NC(=O)CSc1nnc(C)n1C	-1	-3	-3	4	0.7	-3	-8	-7	1	0
COC(=O)CCC(=O)Nc1ccc(NC(=O)CCC(=O)OC)cc1	6	15	0	-3	-3.0	1	-1	5	-1	2
COc1ccc(Cc2c(-c3ccc(C#N)cc3)nc3c(Cl)cc(C(F)(F)F)cn23)c(C)c1	-2	15	-2	0	0.9	1	-3	24	·	7
CCN1C(=O)/C(=C\c2ccc(-c3ccc([N+](=O)[O-])cc3OC)o2)SC1=Nc1cccc(C(=O)O)c1	-5	3	-20	29	-0.3	-3	-5	-11	-25	63*
CC1CCN(CC(=O)Nc2cccc(C(=O)Nc3cccc(C(F)(F)F)c3)c2)CC1	-2	4	-4	-15	-1.2	-5	4	-3	-50	-4
COc1cccc(N2CC(C(=O)Nc3nnc(SCC(=O)Nc4ccc(NC(C)=O)cc4)s3)CC2=O)c1 (stereo unspecified)	0	6	-1	-7	-0.1	3	-3	6	0	21
Nc1c(N(CCC2=CCCCC2)C(=O)CCCOc2ccccc2)c(=O)[nH]c(=O)n1Cc1ccccc1	-1	-5	-1	9	-0.7	-2	-1	6	-1	3
COc1ccc(/C=C/C(=O)OCC(=O)NCCC2=CCCCC2)cc1OC	-1	7	2	1	1.4	-3	-5	-8	-3	-9
C/C(=C\c1ccccc1)C(=O)N1CCN(c2cccc(C(F)(F)F)c2)CC1	4	9	-1	-1	0.8	0	-7	0	-28	1
Cn1c(CC(=O)Nc2ccccc2F)nnc1SCC(=O)Nc1ccccc1Br	0	3	2	-5	3.2	2	-2	1	11	3

Two of these compounds, set out differently:
Sequence of screens – NPR2 activator	ASAP1 GAP inh	NPR1 activator	mABHD4 FP	PG9 Ab binder	SMARCA2 act	Rev-erbA mod	ARFGAP1 inh	HTRA1 inhibitor	rCAG RNA binder
COc1ccc(/C=C/C(=O)OCC(=O)NCCC2=CCCCC2)cc1OC
→ -1	7	2	1	1.4	-3	-5	-8	-3	-9
Cn1c(CC(=O)Nc2ccccc2F)nnc1SCC(=O)Nc1ccccc1Br
→ 0	3	2	-5	3.2	2	-2	1	11	3

(cont.)
SMILES	NPR2 activator	ASAP1 GAP inh	NPR1 activator	mABHD4 FP	PG9 Ab binder	SMARCA2 act	Rev-erbA mod	ARFGAP1 inh	HTRA1 inhibitor	rCAG RNA binder
CSCCC(NC(=O)c1ccccc1Br)C(=O)NCc1ccc(F)cc1 (stereo unspecified)	2	-1	-5	-1	4.6	-3	-3	-9	-2	-4
CCCn1c(N)c(N2CCCCC2)c(=O)n(CC(=O)Nc2cccc(S(=O)(=O)N(C)C)c2)c1=O	2	-10	-4	-2	-0.2	3	2	8	5	3
COc1ccc(C(=O)NC(C)c2ccccc2)cc1Br (stereo unspecified)	0	-13	-2	-3	-0.3	-2	-1	-2	-6	-4
Cc1cc(C)cc(NC(=O)N2CCN(Cc3ccc4c(c3)OCO4)CC2)c1	-10	-8	2	-1	-1.3	3	3	12	7	-6
COc1cc(CCC(=O)NCc2ccc3c(c2)OCO3)cc(OC)c1OC	9	2	-1	-1	-0.9	-1	-9	8	6	1
O=C(Nc1c(C(=O)c2ccccc2)oc2ccccc12)c1cc(-c2ccccc2O)n[nH]1	-5	7	7	-2	-0.2	-4	2	4	-18	22
COc1ccc(NC(=O)CSc2nnc(-c3ccc(F)cc3)o2)cn1	-4	5	-3	6	-1.9	-1	-8	-7	3	1
CCOC(=O)C(=O)c1c(C)cc2ccccn12	5	4	2	1	-0.5	1	-2	-2	1	2
C=CCN1C(=O)c2ccc(C(=O)N(CC)CC(=O)Nc3c(F)cccc3F)cc2C1=O	1	4	-2	4	-0.7	2	3	-3	5	-1
CC(CNC(=O)c1ccccc1Cl)c1ccccc1 (stereo unspecified)	-2	19	4	-1	-0.7	6	-3	-1	-2	1
CC(CC(=O)N1CCN(C(=O)c2ccccc2)CC1)c1ccccc1 (stereo unspecified)	0	-12	3	-6	-4.3	-3	-4	0	6	-5
NC(=O)C1CCN(C(=O)CSc2ccsc2[N+](=O)[O-])CC1	-2	-2	1	2	-2.1	-4	-3	8	-2	3
CCOC(=O)c1c(NC(=S)NC(C)=O)sc(C)c1C	-11	-2	-1	1	5.5	-3	12	-1	-4	3
